AmpC detergent = qHTS Inhibitors of AmpC Beta-Lactamase (assay with detergent); AmpC hydrolysis of nitrocefin, absorbance 480 nm, 0.01% Triton; Potency, µM (top dose mostly 114 µM), for inactives: top-dose activity change, negative = inhibition, usual class: inhibitors; 370,000 tested, 0.041% active; AID 485294, 2010;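 further: potency means the concentration at half of the fitted maximal effect; 0% = no-compound wells and -100% = no-enzyme wells; nearly all actives have a fitted effect of over 25% in size; some results filed as inactive show a strong effect at the top dose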
Target sequence (P00811 whole entry, looked up): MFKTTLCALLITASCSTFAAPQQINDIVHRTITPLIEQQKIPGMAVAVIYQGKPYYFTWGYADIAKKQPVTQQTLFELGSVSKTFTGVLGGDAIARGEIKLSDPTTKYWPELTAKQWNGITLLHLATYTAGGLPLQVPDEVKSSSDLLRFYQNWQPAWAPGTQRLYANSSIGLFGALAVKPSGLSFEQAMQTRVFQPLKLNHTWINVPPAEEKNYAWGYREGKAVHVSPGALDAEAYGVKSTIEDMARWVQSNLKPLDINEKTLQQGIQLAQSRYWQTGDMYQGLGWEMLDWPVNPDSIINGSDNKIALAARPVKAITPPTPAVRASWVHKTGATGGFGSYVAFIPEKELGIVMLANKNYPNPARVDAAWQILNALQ
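AmpC (5.3 nM in the dispensed reagent) in 20 mM phosphate pH 7.0 with 0.01% (detergent screen) or 0.0001% Triton X-100 was preincubated with compounds for 15 min at room temperature. Nitrocefin was then added from an 800 uM solution, and hydrolysis was followed at 480 nm.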
Sm TGR block = qHTS Assay for the Inhibitors of Schistosoma Mansoni Peroxiredoxins | Schistosoma mansoni thioredoxin glutathione reductase (TGR), Q962Y6 | purified TGR, DTNB reduction, TNB absorbance 405 nm | Potency, µM (highest dose often 114 µM), for the others: top-dose activity change, negative = inhibition, hits mostly inhibitors | 360,000 tested, 3% active | AID 485364, 2010; further: potency means the concentration at half of the fitted maximal effect; nearly all actives have a fitted effect of over 60% in size
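Kinetic colorimetric format: TGR-catalysed, NADPH-driven DTNB reduction monitored via TNB absorbance. Enzyme dispensed at 20 nM; compound exposure 15 min at room temperature before reaction start.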
HCV inh = qHTS Assay for Inhibitors of Hepatitis C Virus (HCV); Huh7.5.1 HCVcc-Cre infection, luciferase reporter, 44 h; Potency, µM (titrated, usually from 41.8 µM), for inactives: at the highest dose activity change, negative = inhibition, usual class: inhibitors; 340,000 tested, 3.4% active; further: potency means the concentration at half of the fitted maximal effect
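Antiviral activity was scored by luciferase reporter output from cells infected with HCVcc-Cre (~0.5 moi) in presence of compound, 44 h infection period, cells seeded 1,000/well 4 h prior.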
Giardia FBPA inh = qHTS Assay for Inhibitors of Fructose-1,6-bisphosphate Aldolase from Giardia Lamblia | A8B2U2 | purified Giardia FBPA | Potency, µM (doses to about 59.6 µM), inactives show at the top dose activity, negative = inhibition, hits mostly inhibitors | 290,000 tested, 0.71% active; further: potency means the concentration at half of the fitted maximal effect; nearly all actives have a fitted effect of over 55% in size
Target sequence (A8B2U2 whole entry, looked up): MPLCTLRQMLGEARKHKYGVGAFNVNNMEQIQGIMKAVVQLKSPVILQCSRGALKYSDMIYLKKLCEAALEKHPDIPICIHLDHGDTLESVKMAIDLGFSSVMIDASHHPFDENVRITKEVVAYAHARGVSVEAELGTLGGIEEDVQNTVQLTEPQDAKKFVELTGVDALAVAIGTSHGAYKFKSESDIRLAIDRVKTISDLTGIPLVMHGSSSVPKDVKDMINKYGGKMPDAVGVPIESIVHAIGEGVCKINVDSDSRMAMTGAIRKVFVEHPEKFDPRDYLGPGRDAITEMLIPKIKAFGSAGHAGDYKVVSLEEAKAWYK
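Giardia FBPA (40 nM reagent) was preincubated 10 min at RT with compound (up to 57.5 uM final), then substrate plus GAPDH/TPI/NAD/arsenate coupling system with diaphorase/resazurin was added; resorufin fluorescence (525/598 nm) was read after 20 min.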
HCMV inh = qHTS Assay for inhibitors of the human cytomegalovirus (HCMV) | HFF cells, HCMV-luciferase reporter, 72 h; hits give low values | activity change, negative = inhibition, % at 57.5 µM | 410,000 tested, 4.5% active; in the data active means activity change below about -60%; inconclusive means no clear call, values can overlap the other calls; inactive means above about -39%
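Luciferase read-out from HCMV-luciferase-infected HFFs (MOI 1 PFU/cell) 72 h post infection at 37C; compounds added after 16 h cell attachment; activity normalized between buffer-only basal and Salinomycin (10uM) inhibitor controls.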
AmpC inh no detg = qHTS Inhibitors of AmpC Beta-Lactamase (assay without detergent). P00811. AmpC nitrocefin hydrolysis, absorbance 480 nm, 0.0001% Triton. Potency, µM (doses to about 57.1 µM), for the others: at the top dose activity change, negative = inhibition, hits mostly inhibitors. 330,000 tested, 0.52% active. AID 485341, 2010;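 further: potency means the concentration at half of the fitted maximal effect; plate controls were no compound for no effect and no enzyme for full effect; nearly all actives have a fitted effect of over 20% in size; some results filed as inactive show a strong effect at the top dose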
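AmpC (5.3 nM in the dispensed reagent) in 20 mM phosphate pH 7.0 with 0.01% (detergent screen) or 0.0001% Triton X-100 was preincubated with compounds for 15 min at room temperature. Nitrocefin was then added from an 800 uM solution, and hydrolysis was followed at 480 nm.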
* marks the source's active call; other numbers are inactive results; [ ] = another dose, or the depositor's remark. Unless noted, the call rests on the fitted dose curve; in most records, active means well fitted curve in the direction sought with a large enough effect; inconclusive means small, poorly fitted or top-dose-only effect, or another doubt; inactive means no such curve, though single readings can be large; an effect the other way counts as inactive or inconclusive. Unless noted, on the % scale 0 is the no-effect control and ±100 the full control effect.

Results for O=C(Nc1nccs1)c1ccc(COc2ccccc2Br)o1 ?
AmpC detergent: 3.5%; Sm TGR block: -8.2%; HCV inh: 11.2µM*; Giardia FBPA inh: -4.8%; HCMV inh: 37.5; AmpC inh no detg: -52.3%

How did COc1cccc([C@@H]2CC=C(C(=O)O)[C@H](c3ccccc3)N2S(=O)(=O)c2ccc(C)cc2)c1 do in these assays?
AmpC detergent: -10.6%; Sm TGR block: -20.0%; HCV inh: 17.0%; HCMV inh: -6.2; AmpC inh no detg: -8.8%

What do the screens show for `CC(C)=CCC/C(C)=C/CNC(=O)C[C@H]1C[C@H](C(=O)N(C(C)C)C(C)C)[C@@]2(C)c3[nH]c4cc(-c5ccco5)ccc4c3CCN2C1=O`?
HCV inh: -21.6%[8.37 µM]; HCMV inh: -15.4; AmpC inh no detg: 14.1%

Results for COc1ccccc1NC(=O)Nc1cccc(C(=O)O)c1 ?
AmpC detergent: 1.3%; Sm TGR block: -2.8%; HCV inh: 15.1%; Giardia FBPA inh: 7.2%; HCMV inh: -32.1; AmpC inh no detg: -18.4%

What do the screens show for `COCCN(C(=O)CSc1nnc(C)n1Cc1ccccc1)c1c(N)n(CC(C)C)c(=O)[nH]c1=O`?
AmpC detergent: 4.0%; Sm TGR block: -10.5%; HCV inh: 1.0%; Giardia FBPA inh: 3.8%; HCMV inh: 45.4; AmpC inh no detg: -8.5%

Results for COc1ccccc1CC(=O)O/N=C(\N)Cc1cccc2ccccc12 ?
AmpC detergent: -1.5%; Sm TGR block: 9.7%; HCV inh: -13.2%; Giardia FBPA inh: 5.3%; HCMV inh: -31.1; AmpC inh no detg: -27.7%

How did Cc1ccc(NC(=O)Cn2c(=O)nc(-c3ccccc3)c3ccccc32)cc1 do in these assays?
AmpC detergent: 8.3%; Sm TGR block: 3.8%; HCMV inh: 9.5

What do the screens show for `O=C(O)C1=NN(c2ccccc2)C(=O)C1`?
AmpC detergent: 6.6%; Sm TGR block: 2.3%; HCV inh: -9.6%; Giardia FBPA inh: inconclusive; HCMV inh: -36.3; AmpC inh no detg: -18.9%

How did CN(C)CCNC(=O)c1onc(CSc2nc3ccccc3[nH]2)c1C(=O)NCCN(C)C do in these assays?
AmpC detergent: -13.4%; Sm TGR block: -15.3%; HCV inh: 9.2%; Giardia FBPA inh: -25.2%; HCMV inh: -12.4; AmpC inh no detg: -4.7%

What do the screens show for `CC(C)c1ccc(CN2CC(C(=O)O)CC2=O)cc1` (stereo not drawn)?
AmpC detergent: -1.1%; Sm TGR block: 3.8%; HCV inh: 15.6%; Giardia FBPA inh: 5.5%; HCMV inh: 37.8; AmpC inh no detg: -18.4%

An excerpt from above in order of heavy-atom count, rising:
Results for COc1ccccc1CC(=O)O/N=C(\N)Cc1cccc2ccccc12 ?
AmpC detergent: -1.5%; Sm TGR block: 9.7%; HCV inh: -13.2%; Giardia FBPA inh: 5.3%; HCMV inh: -31.1; AmpC inh no detg: -27.7%

How did Cc1ccc(NC(=O)Cn2c(=O)nc(-c3ccccc3)c3ccccc32)cc1 do in these assays?
AmpC detergent: 8.3%; Sm TGR block: 3.8%; HCMV inh: 9.5

What do the screens show for `COCCN(C(=O)CSc1nnc(C)n1Cc1ccccc1)c1c(N)n(CC(C)C)c(=O)[nH]c1=O`?
AmpC detergent: 4.0%; Sm TGR block: -10.5%; HCV inh: 1.0%; Giardia FBPA inh: 3.8%; HCMV inh: 45.4; AmpC inh no detg: -8.5%

What do the screens show for `CC(C)=CCC/C(C)=C/CNC(=O)C[C@H]1C[C@H](C(=O)N(C(C)C)C(C)C)[C@@]2(C)c3[nH]c4cc(-c5ccco5)ccc4c3CCN2C1=O`?
HCV inh: -21.6%[8.37 µM]; HCMV inh: -15.4; AmpC inh no detg: 14.1%

(more compounds)
What do the screens show for `Cc1c(NS(=O)(=O)c2ccc(NC(=O)CCC(=O)O)cc2)c(=O)n(-c2ccccc2)n1C`?
AmpC detergent: -0.4%; Sm TGR block: 13.7%; HCV inh: 12.8%; Giardia FBPA inh: 14.6%; HCMV inh: 16.8; AmpC inh no detg: -2.4%

Results for CC(C)c1ccc(N(CC(=O)N2CCN(Cc3ccccc3)CC2)S(C)(=O)=O)cc1 ?
AmpC detergent: -12.0%; Sm TGR block: -2.0%; HCV inh: -27.4%; Giardia FBPA inh: -0.1%; HCMV inh: -5.6; AmpC inh no detg: 131.7%[activator]

Results for C=CCn1c(O)c(C(CC)=Nc2ccccc2NC(C)=O)c(=O)[nH]c1=O ?
AmpC detergent: -6.2%; Sm TGR block: -7.9%; HCV inh: 14.4%; Giardia FBPA inh: -5.8%; HCMV inh: 46.0; AmpC inh no detg: -6.8%

Results for CN(C)N1C(N)=C(C#N)C(c2ccccc2)C2=C1CCCC2=O (stereo not drawn) ?
AmpC detergent: 6.4%; Sm TGR block: 11.6%; HCV inh: 10.1%; Giardia FBPA inh: -7.9%; HCMV inh: -12.0; AmpC inh no detg: -17.1%

What do the screens show for `COC(=O)C(NC(C)=O)(Nc1ccccc1)C(=O)OC`?
AmpC detergent: inconclusive; Sm TGR block: 5.1%; HCV inh: 2.5%; Giardia FBPA inh: 2.0%; HCMV inh: -3.9; AmpC inh no detg: -14.6%

How did Cn1c(=NC(=O)C2=NNC(=O)CC2)sc2ccccc21 do in these assays?
AmpC detergent: inconclusive; Sm TGR block: 7.9%; HCV inh: -11.9%; Giardia FBPA inh: -1.5%; HCMV inh: 67.5; AmpC inh no detg: -7.8%[11.4 µM]

Results for Cc1ccc(C(O)P(=O)(OCCC(C)C)c2ccc(N(C)C)cc2)cc1 (stereo not drawn) ?
AmpC detergent: -2.0%; Sm TGR block: 0.4%; HCV inh: -8.7%; Giardia FBPA inh: 14.8%; AmpC inh no detg: 80.4%[activator]

Results for Clc1ccc(CSc2nnc(-c3cccnc3)n2Cc2ccco2)c(Cl)c1 ?
AmpC detergent: -4.0%; Sm TGR block: 14.1µM*; HCV inh: inconclusive; Giardia FBPA inh: 8.8%; HCMV inh: inconclusive; AmpC inh no detg: 89.1%[activator]

Results for O=C(NC1CCCC1)c1cc(S(=O)(=O)N2CCCC2)ccc1Cl ?
AmpC detergent: 5.3%; Sm TGR block: -7.4%; HCV inh: 17.5%; HCMV inh: 13.4; AmpC inh no detg: -5.0%

Results for CCOc1ccccc1NC(=O)Cn1nc(N2CCN(c3ccccc3)CC2)ccc1=O ?
AmpC detergent: 3.4%; Sm TGR block: 3.1%; HCMV inh: -28.9

What do the screens show for `COc1ccc2c(c1)c1ccc3c(c1n2C)C(=O)C=CC3=O`?
AmpC detergent: 3.0%; Sm TGR block: 1.26µM*; HCV inh: inconclusive; Giardia FBPA inh: inconclusive; HCMV inh: 1.9; AmpC inh no detg: -48.1%

How did Cc1nc(NCCc2cnc[nH]2)c2oc3ccccc3c2n1 do in these assays?
AmpC detergent: -1.4%; Sm TGR block: -5.1%; HCV inh: -1.2%; Giardia FBPA inh: -23.8%; HCMV inh: 34.0; AmpC inh no detg: -34.2%

How did CC(=O)Nc1ccc(-c2csc(Nc3ncccn3)n2)cc1 do in these assays?
AmpC detergent: 1.3%; Sm TGR block: 8.1%; HCV inh: 6.4%; Giardia FBPA inh: 1.2%; HCMV inh: 0.0; AmpC inh no detg: -3.9%

How did COC(=O)c1cc(S(=O)(=O)Nc2cc(OC)cc(OC)c2)c[nH]1 do in these assays?
AmpC detergent: inconclusive; Sm TGR block: -1.6%; HCV inh: 0.6%; Giardia FBPA inh: -3.9%; HCMV inh: 17.2; AmpC inh no detg: -9.2%

What do the screens show for `C=CCNC(=S)N(C1CCCCC1)C1CCCCC1`?
AmpC detergent: 2.4%; Sm TGR block: -1.4%; HCV inh: -24.2%; Giardia FBPA inh: -3.3%; HCMV inh: -39.1; AmpC inh no detg: -4.0%

How did Cc1sc2nc(SCC(=O)N3CCN(CCO)CC3)n(-c3ccccc3)c(=O)c2c1C do in these assays?
AmpC detergent: -4.7%; Sm TGR block: -2.3%; HCV inh: inconclusive; Giardia FBPA inh: -0.2%; HCMV inh: 15.8; AmpC inh no detg: -1.7%

Results for C[C@@H]1CN([C@@H](C)CO)C(=O)c2cc(NC(=O)Nc3ccc4c(c3)OCO4)ccc2O[C@H]1CN(C)S(=O)(=O)c1cn(C)cn1 ?
HCV inh: -3.9%; HCMV inh: -37.4; AmpC inh no detg: 70.0%[activator]

How did CC(NC(=O)C(Cc1ccccc1)N1C(=O)C2C3CCC(C3)C2C1=O)c1ccccc1 (stereo not drawn) do in these assays?
AmpC detergent: 6.8%; Sm TGR block: 31.8%; HCV inh: 0.5%; Giardia FBPA inh: -0.1%; HCMV inh: -61.1*; AmpC inh no detg: -6.8%

Results for O=C(NCCC1=CCCCC1)NC12CC3CC(CC(C3)C1)C2 ?
AmpC detergent: -0.5%; Sm TGR block: -2.6%; HCV inh: -19.1%; Giardia FBPA inh: 3.6%; HCMV inh: 9.9; AmpC inh no detg: -29.0%

Results for CC1CCCCN1CCCNc1ccc(C(CC(N)=O)NC(=O)c2ccccc2)cc1[N+](=O)[O-] (stereo not drawn) ?
AmpC detergent: inconclusive; Sm TGR block: -4.5%; HCV inh: -5.2%; Giardia FBPA inh: 1.0%; HCMV inh: -7.9; AmpC inh no detg: -32.3%

Results for S=c1[nH]nc(-c2ccncc2)n1/N=C/c1cn(-c2ccccc2)nc1-c1ccc(Cl)cc1 ?
AmpC detergent: 7.6%; Sm TGR block: -2.2%; HCV inh: 0.8%; Giardia FBPA inh: 8.4%; HCMV inh: -18.6; AmpC inh no detg: -9.5%

What do the screens show for `C=CCn1c(SCC(=O)NCC2CCCO2)nnc1-c1ccncc1` (stereo not drawn)?
AmpC detergent: 1.7%; Sm TGR block: -4.0%; HCV inh: 42.0%[activator]; HCMV inh: -5.6; AmpC inh no detg: -25.3%

How did C=CCOc1cccc(C2/C(=C(/O)c3ccc4c(c3)CC(C)O4)C(=O)C(=O)N2CCN2CCOCC2)c1 (stereo not drawn) do in these assays?
AmpC detergent: 4.5%; Sm TGR block: -5.0%; HCV inh: 20.4%; Giardia FBPA inh: 0.0%; HCMV inh: 11.0; AmpC inh no detg: 3.6%

Results for COc1ccc(CCn2c(C(C)C)nc3c(c(=O)c4ccccc4n3C)c2=O)cc1 ?
AmpC detergent: -7.3%; Sm TGR block: -8.1%; HCV inh: inconclusive; Giardia FBPA inh: -10.6%; AmpC inh no detg: -24.5%

Results for CCOC(=O)C1CCCCN1Cc1ccccc1C(F)(F)F (stereo not drawn) ?
AmpC detergent: -16.4%; Sm TGR block: -10.5%; Giardia FBPA inh: inconclusive; HCMV inh: 27.9; AmpC inh no detg: 7.7%

Results for Nc1nc2nn(-c3ccccc3)nc2c(=O)[nH]1 ?
AmpC detergent: 0.2%; Sm TGR block: -13.2%; HCV inh: 15.4%; Giardia FBPA inh: 4.5%; HCMV inh: 1.1; AmpC inh no detg: -15.8%

Compound activity (PubChem)
